# CRFBP-R2 block – antagonists of CRF-BP/CRF-R2 complex, primary screen, cell-based, HEK293, calcium dye fluorescence, uHTS | actives 0.59% (n = 350,000) | CRF-induced calcium fluorescence | AID 588475, 2011 | inhibition, % at 11.8 µM;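 active means inhibition of the ligand-induced calcium signal above about 50% at the single tested concentration, limit read from the data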
# M5 PAM – human M5 muscarinic receptor positive allosteric modulators, primary screen, CHO-K1 cells, Fluo-8 calcium fluorescence. Muscarinic acetylcholine receptor M5 (Homo sapiens), P08912. CHO-K1 hM5, ACh EC20 PAM; 0% = ACh EC20, 100% = ACh EC100. activation, % at 3 µM. actives 0.3% (n = 360,000);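 active means activation above the run cutoff, the mean activation of all test compounds plus 3 SD, cut at about 18% in these data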
#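 Assay system – human M5 receptor in CHO-K1 cells · Read-out – % activation, ACh-normalized · Technique – Fluo-8 calcium fluorescence · Dosing – single-point, 3 µM nominal · Incubation – Fluo-8 loading 80 min at 37 °C plus 30 min room temperature · Repeats – singlicate, one well per test compound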
# M4 PAM – human M4 muscarinic receptor positive allosteric modulators, primary screen, CHO-K1 cells, Fluo-8 calcium fluorescence; AID 624126, 2012; actives 0.4% (n = 360,000); CHO-K1 hM4/Gqi5, ACh EC20; 0% = ACh EC20, 100% = maximal ACh; activation, % at 3 µM; Muscarinic acetylcholine receptor M4 (Homo sapiens), P08173;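 active means activation above its plate's cutoff, the mean activation of sample wells plus 3 SD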; further: some results filed as inactive read as strong as hits
# Target sequence (P08173 whole entry, looked up): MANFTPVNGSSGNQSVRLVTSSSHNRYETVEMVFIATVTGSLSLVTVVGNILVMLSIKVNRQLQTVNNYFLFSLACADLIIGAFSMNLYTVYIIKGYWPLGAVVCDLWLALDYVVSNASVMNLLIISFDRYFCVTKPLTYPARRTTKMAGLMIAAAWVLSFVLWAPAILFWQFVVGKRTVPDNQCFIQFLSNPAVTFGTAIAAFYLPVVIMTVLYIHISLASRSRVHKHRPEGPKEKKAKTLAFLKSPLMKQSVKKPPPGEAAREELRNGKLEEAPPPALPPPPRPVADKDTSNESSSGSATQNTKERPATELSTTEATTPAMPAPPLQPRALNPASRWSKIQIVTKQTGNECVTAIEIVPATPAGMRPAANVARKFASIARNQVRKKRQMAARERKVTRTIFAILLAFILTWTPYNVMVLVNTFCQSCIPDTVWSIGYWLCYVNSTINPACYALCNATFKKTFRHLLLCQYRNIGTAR
# M1 PAM parental – nonselective calcium activators in parental CHO-K1 cells, primary screen, counter-screen for M1 PAM project, cell-based, Fluo-8 calcium fluorescence, full deck, 1536-well; ATP EC20; 0% at ATP EC20, 100% at ATP max; activation, % at 3 µM; actives 0.02% (n = 360,000); AID 602247, 2012;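 active means activation above the run cutoff, the mean activation of all test compounds plus 3 SD, cut at about 40% in these data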;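 further: peak over basal fluorescence ratio in a 140 s read after ATP addition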
# M5 antag – human M5 muscarinic receptor antagonists, primary screen, CHO cells, Fluo-8 calcium fluorescence | Muscarinic acetylcholine receptor M5 (Homo sapiens), P08912 | CHO-hM5 cells, ACh EC80 | inhibition, % at 3 µM | actives 0.59% (n = 360,000);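 active means inhibition above a per-plate cutoff, the mean of that plate's test compounds plus 3 SD, cut at about 27% in these data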;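 further: 0% = acetylcholine EC80 with DMSO and 100% = DMSO without agonist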
# CRFR2-BP ag – agonists of CRF-BP/CRF-R2 complex, primary screen, cell-based, HEK293, calcium dye fluorescence, uHTS; calcium dye fluorescence (FLIPR); percent of saturating CRF peptide response; CRF-binding protein / CRF receptor 2 complex (human); activation, % at 13.2 µM; actives 0.46% (n = 350,000);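 active means activation of at least 50%, plus an integration ratio under a set limit after plate pattern correction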;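 further: plate controls were neutral control wells without compound for no effect and CRF at EC100 for full effect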
# CHRM5 agonist – human M5 muscarinic receptor agonists, primary screen, CHO-K1 cells, Fluo-8 calcium fluorescence; CHO-K1 hM5 cells; 0% DMSO wells, 100% maximal acetylcholine response; activation, % at 3 µM; actives 0.19% (n = 360,000); AID 624037, 2012;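 active means activation above the run's mean over test compounds plus 3 SD, cut at about 23% in these data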;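 further: signal is peak over basal fluorescence ratio across the kinetic read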
# TAAR1 antagonist – human TAAR1 antagonists, primary screen, Fluo-8 calcium fluorescence, CHO RD-HGA16 cells; actives 1.5% (n = 360,000); inhibition, % at 3 µM; antagonist;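 active means inhibition above a per-plate cutoff, the mean inhibition of test compounds on that plate plus 3 SD, cut at about 49% in these data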;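 further: 0% = DMSO plus EC80 beta-PEA response and 100% = DMSO alone without agonist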
# Target sequence (Q96RJ0 whole entry, looked up): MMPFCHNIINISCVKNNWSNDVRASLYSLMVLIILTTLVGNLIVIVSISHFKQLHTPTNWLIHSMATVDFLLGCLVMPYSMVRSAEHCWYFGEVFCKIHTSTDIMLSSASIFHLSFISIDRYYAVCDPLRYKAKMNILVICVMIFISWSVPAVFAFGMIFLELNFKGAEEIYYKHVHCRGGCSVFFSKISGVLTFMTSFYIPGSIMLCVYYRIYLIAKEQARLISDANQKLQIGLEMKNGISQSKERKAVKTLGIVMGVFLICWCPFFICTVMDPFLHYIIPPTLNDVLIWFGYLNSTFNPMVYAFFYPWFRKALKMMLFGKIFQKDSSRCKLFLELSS
#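 System: RD-HGA16 CHO cells with stable hTAAR1 and Gα16 | Probe or stimulus: EC80 β-phenethylamine stimulus | Dosing: 3 µM, single point | Times: Dye loading 75 min at 37 °C, then 30 min room temperature | Measured by: Fluo-8 calcium-sensitive fluorescence | Read-out basis: % inhibition of agonist calcium response | Replicates: n of 1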
# TAAR1 agonist – human TAAR1 agonists, primary screen, Fluo-8 calcium fluorescence, CHO RD-HGA16 cells; Trace amine-associated receptor 1 (Homo sapiens), Q96RJ0; actives 0.99% (n = 360,000); activation, % at 3 µM; vehicle wells 0%, saturating PEA agonist 100%;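 active means activation above the mean activation of all test compounds in the run plus 3 SD, cut at about 38% in these data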
#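 Assay system: CHO-derived RD-HGA16 cells with stable Gα16 and human TAAR1; timing: 17-24 h seeding, 75 min 37 °C dye, 30 min RT; read-out: % activation from peak over basal fluorescence ratio, DMSO-to-PEA scaled; measured by: kinetic Fluo-8 calcium fluorescence; benchmarks: low control DMSO, high control PEA (EC100); doses: 3 µM single concentration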
# Starred values were filed as active, the others as inactive; · = no result given.
SMILES,CRFBP-R2 block,M5 PAM,M4 PAM,M1 PAM parental,M5 antag,CRFR2-BP ag,CHRM5 agonist,TAAR1 antagonist,TAAR1 agonist
CCOC(=O)c1[nH]c2ccc(OC)cc2c1C,3,-3,20,-5,32*,1.0,1,-9,0
O=c1[nH][nH]c2cc(=O)n(-c3ccc(Cl)cc3)nc12,-10,0,-2,17,4,0.0,0,6,0
CCN(C(=O)COC(=O)c1cccs1)c1c(N)n(Cc2ccccc2)c(=O)[nH]c1=O,3,7,6,10,-11,-0.5,-4,-8,1
Oc1cc2c(cc1O)C(c1ccccc1)CNCC2 (stereo not drawn),-17,-2,1,3,-3,0.0,-1,-26,22
O=C(NCc1cccs1)C1CCC(CNS(=O)(=O)c2ccc(Br)s2)CC1 (stereo not drawn),-2,-5,-5,13,-6,-0.2,0,57*,26
Cc1ccc(CN2CCN(CC(=O)N3CCC(C(N)=O)CC3)C2=O)cc1,16,-4,2,1,-3,-0.8,1,-5,0
CCOC(=O)c1ccc(OCCOc2cccc(C)c2)cc1,8,0,-5,3,7,0.9,2,-7,-2
Cn1c(COc2ccc3ccccc3c2)nnc1SCC(=O)O,9,-2,-1,-3,-4,-1.2,0,-4,2
CCCC1COC(Cn2cncn2)(c2ccc(C)cc2)O1 (stereo not drawn),10,-4,3,-7,10,-2.0,-4,-23,-1
CCc1cccc(CC)c1NC(=S)NCC(c1cccnc1)N(C)C (stereo not drawn),1,-3,1,24,4,-0.4,-3,0,11

# Three structures already listed, ordered by length of the SMILES, highest first:
SMILES,CRFBP-R2 block,M5 PAM,M4 PAM,M1 PAM parental,M5 antag,CRFR2-BP ag,CHRM5 agonist,TAAR1 antagonist,TAAR1 agonist
CCN(C(=O)COC(=O)c1cccs1)c1c(N)n(Cc2ccccc2)c(=O)[nH]c1=O,3,7,6,10,-11,-0.5,-4,-8,1
O=C(NCc1cccs1)C1CCC(CNS(=O)(=O)c2ccc(Br)s2)CC1 (stereo not drawn),-2,-5,-5,13,-6,-0.2,0,57*,26
CCOC(=O)c1ccc(OCCOc2cccc(C)c2)cc1,8,0,-5,3,7,0.9,2,-7,-2

# Following part
SMILES,CRFBP-R2 block,M5 PAM,M4 PAM,M1 PAM parental,M5 antag,CRFR2-BP ag,CHRM5 agonist,TAAR1 antagonist,TAAR1 agonist
Clc1ccccc1C1CC(c2ccccc2)Nc2ncnn21 (stereo not drawn),-30,-3,-6,-13,1,-0.2,0,2,4
Cn1c2c(c(=O)n(C)c1=O)CS(=O)c1ccccc1N2 (stereo not drawn),·,-1,20,-3,-8,·,1,-19,2
CC1(C)NC(=O)N(CC(=O)N2CCN(S(=O)(=O)c3ccccc3C(F)(F)F)CC2)C1=O,-7,7,15,-9,6,0.2,3,0,1
CC(=O)C1=C(O)CCC1=NCCc1ccccc1,13,3,3,18,-12,0.1,2,-8,1
O=C(Oc1coc(CSc2ncccn2)cc1=O)c1ccccc1[N+](=O)[O-],-5,2,-8,-9,8,2.1,-2,-16,2
N#Cc1cc(S(=O)(=O)c2ccc(F)cc2)c(N)[nH]c1=O,6,-5,4,12,5,-2.3,-1,-2,2
O=C(Oc1ccc(=O)n(-c2ccccc2)n1)c1ccc(Cl)cc1,-16,3,0,13,11,11,-3,-3,12
CC1(C)NC(=O)N(CC(=O)Nc2ccc(-c3ccccc3)cc2)C1=O,-7,-2,0,5,4,1.2,-1,-12,1
O=S1(=O)CCN(Cc2ccccc2Cl)CC1,-11,4,11,12,0,1.5,-1,-1,6
COc1cccc(OCCn2ccnc2)c1,-11,1,9,5,1,4.8,-4,0,3

# Just CHRM5 agonist, M5 antag and M1 PAM parental, for some of the entries so far:
smiles | CHRM5 agonist | M5 antag | M1 PAM parental
Cn1c2c(c(=O)n(C)c1=O)CS(=O)c1ccccc1N2 (stereo not drawn) | 1 | -8 | -3
CC1(C)NC(=O)N(CC(=O)N2CCN(S(=O)(=O)c3ccccc3C(F)(F)F)CC2)C1=O | 3 | 6 | -9
CC(=O)C1=C(O)CCC1=NCCc1ccccc1 | 2 | -12 | 18
O=C(Oc1coc(CSc2ncccn2)cc1=O)c1ccccc1[N+](=O)[O-] | -2 | 8 | -9

# (further entries)
SMILES,CRFBP-R2 block,M5 PAM,M4 PAM,M1 PAM parental,M5 antag,CRFR2-BP ag,CHRM5 agonist,TAAR1 antagonist,TAAR1 agonist
Cc1cc(CN(C)C(=O)CC2C(=O)NCCN2Cc2ccc(F)c(F)c2)on1 (stereo not drawn),-29,6,4,21,8,2.7,-2,-13,0
CCOC(=O)c1ccc(NC(=O)N2CCN(Cc3ccccc3)CC2)cc1,-44,0,3,18,8,-1.7,-3,2,6
CCC(Sc1nccn1C)C(=O)Nc1nnc(C)s1 (stereo not drawn),4,-7,1,12,10,0.7,2,-4,1
Cc1nc2cc(NCc3cc([N+](=O)[O-])ccc3O)ccc2n1Cc1ccccc1,-15,-3,-2,-3,7,-2.9,-1,-10,5
CS(=O)(=O)N(CC(=O)Nc1ccccc1C(=O)NCc1ccco1)c1ccc2c(c1)OCCO2,-23,-10,-3,14,10,-4.9,0,27,6
Clc1ccc(Nc2ncnc3c2cnn3-c2ccccc2)cc1,-39,-9,-1,8,3,-0.2,2,33,0
CC(=O)Nc1ccc(N2CCC(C)CC2)c([N+](=O)[O-])c1,19,-2,4,11,-9,0.2,-4,3,11
Cc1ccc(Nc2ccncc2S(N)(=O)=O)cc1,-8,-6,7,6,12,-2.4,-5,-30,1
Cc1nnc(SCc2ccccc2)[nH]c1=O,-7,14,2,-6,-2,-0.6,-1,13,0
O=C(Nc1ccc(N2CCOCC2)c(Cl)c1)c1ccccc1Cl,2,-7,-2,24,6,-1.5,-4,-1,3

# Entries listed so far shown as hits in M5 antag.
Compound	CRFBP-R2 block	M4 PAM	M5 antag	CRFR2-BP ag	CHRM5 agonist	TAAR1 antagonist
CCOC(=O)c1[nH]c2ccc(OC)cc2c1C	3	20	32*	1.0	1	-9

# (list continues)
SMILES,CRFBP-R2 block,M5 PAM,M4 PAM,M1 PAM parental,M5 antag,CRFR2-BP ag,CHRM5 agonist,TAAR1 antagonist,TAAR1 agonist
O=C(CC1C(=O)NCCN1Cc1ccc(F)c(F)c1)NCCn1cccn1 (stereo not drawn),-11,1,0,19,2,0.5,1,-5,19
CSc1ccc(/C=C(/NC(=O)c2ccc(C)cc2)C(=O)Nc2cccc(F)c2)cc1,137*,-5,3,23,1,1.5,-2,1,1
Cc1ccccc1OCCOC(=O)c1nc2nccc(C)n2n1,29,-7,3,21,-7,-0.3,-1,7,-1
COC(=O)c1cc(NC(=O)CN(c2ccccc2OC)S(=O)(=O)c2ccccc2)ccc1Cl,-10,-17,-17,17,11,-1.9,-3,51*,7
CCOC(=O)c1cnn(Cc2ccccc2Cl)c1N,1,2,1,-1,1,-1.8,1,-6,4
O=C(c1ccc(-n2cncn2)c([N+](=O)[O-])c1)N1CCN(S(=O)(=O)c2ccccc2F)CC1,-3,1,0,-6,6,0.9,-4,13,2
CC1(C(=O)NCc2ccccc2)CN(S(C)(=O)=O)CC(=O)N1CCc1ccccc1 (stereo not drawn),·,3,5,·,-8,·,3,-26,14
COc1ccc(C(=O)N2N=C(c3cccc(OC)c3)CC2(O)C(F)(F)F)cc1 (stereo not drawn),-24,-10,-7,33,12,3.7,-6,31,2
O=C(COC(=O)c1ccc(Br)c(S(=O)(=O)N2CCOCC2)c1)NCCc1ccccc1,3,-6,0,11,5,-1.2,-1,-1,2
CN(CCOc1ccc(Cl)cc1)C(=O)CN1C(=O)NC2(CCCC2)C1=O,-11,2,2,4,6,1.6,-1,4,1
CCOC(=O)N1CCN(C(c2ccc(Cl)cc2)c2sc3nc(C)nn3c2O)CC1 (stereo not drawn),-11,1,12,16,4,-6.3,-1,-44,-1
COc1ccc(Cn2c(=O)[nH]c3cc(C(=O)N4CCN(c5ccccc5F)CC4)ccc3c2=O)cc1,-24,-1,-8,7,9,-1.2,-2,-27,-4
O=C(NCc1ccc(Cl)c(Cl)c1)c1cccnc1,26,-2,7,12,-5,-1.6,0,15,4
COc1cc(NS(=O)(=O)c2ccc(Br)cc2)c(OC)cc1NC(=O)c1ccco1,-28,-6,-2,3,7,0.8,2,-7,7
Cc1ccc(-n2nnnc2SCc2ccc(C(=O)O)cc2)cc1C,19,2,5,3,0,-4.7,3,-8,4
CCOC(=O)C1(CCOc2ccccc2)CCN(Cc2ccc(O)c(OCC)c2)CC1,4,-18,-12,14,31*,0.5,-5,0,6
Cc1c(C)c2ccc(OC(C)C(=O)NCCc3c[nH]c4ccccc34)cc2oc1=O (stereo not drawn),8,-5,-9,-8,13,-0.7,0,0,0
CSCCC(c1nnnn1-c1c(C)cccc1C)N1CCN(C/C=C/c2ccccc2)CC1 (stereo not drawn),·,0,-1,10,5,·,0,-51,-1
O=C(CNC(=O)c1ccc(Br)o1)Nc1cccc(-c2cnc3ccccc3n2)c1,-22,-1,2,16,3,-0.8,1,64*,20
Cc1ccc(NC(=O)COC(=O)c2cc(Cl)ccc2Cl)c(Br)c1,8,1,2,17,2,-0.7,-2,-13,1
O=C(c1ccc(F)cc1)N1CCC(N2CCOCC2)CC1,2,1,8,12,-3,-1.3,0,-5,0
COc1ccc(C(NC(=O)/C=C/c2ccco2)c2ccc(OC)c(OC)c2)cc1 (stereo not drawn),12,0,7,12,5,0.1,8,-14,4
O=C(O)C1C2C=CC(C2)C1C(=O)Nc1ccc2c(c1)OCCO2 (stereo not drawn),3,6,12,11,-2,2.0,-1,·,·

# Compound activity: PubChem, several laboratories
